TAG inh – inhibitors of triacylglycerol accumulation, primary screen, cell-based, uHTS, fluorescence, H9c2; H9c2 cells, Nile Red lipid (TAG) fluorescence; cells loaded with 200 µM oleic acid; inhibition, % at 12.5 µM; actives 0.66% (n = 230,000); AID 651582, 2012;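 active = pattern-corrected inhibition of lipid staining of at least 50% with the nuclear-stain viability signal not falling by more than 50%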;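 also: 0% = DMSO wells and 100% = triacsin C control wells; some results filed as inactive read as strong as hits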
TAG inh DAPI viability – further read-out of TAG inh, marked with its call; DAPI nuclei signal change (viability), lower = more cytotoxic, %;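 whole-well DAPI fluorescence read on a plate reader as a viability signal; minus 50 percent equals half of cells still viable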
Active calls of the source: *.

SMILES	TAG inh	TAG inh DAPI viability
COc1ccc(NC(=O)CSc2ncnc3c2cnn3CCc2ccccc2)cc1	8	5
O=S(=O)(NCCc1cn2ccccc2n1)c1ccc2c(c1)OCCO2	8	-6
COc1ccc(CCNC(=O)c2ccc(CSc3ccccc3)o2)cc1	1	-7
CCN(CC)CCNS(=O)(=O)c1ccc(OC)c(Br)c1	4	-2
CCOC(=O)N1CCN(c2ccc(S(=O)(=O)N3CCOCC3)cc2[N+](=O)[O-])CC1	3	0
COc1cc(N(C)C)c([N+](=O)[O-])cc1C(=O)N1CCOCC1	-5	-1
Cc1cc(C)n(-c2cc(O)c(-n3nc(C)cc3C)cc2O)n1	8	-9
Cc1ccc(NC(=O)CSc2ncnc3ccccc23)cc1S(=O)(=O)N1CCOCC1	-4	-7
CCc1ccc(-n2c(=S)sc3c(=O)n(-c4ccccc4OC)c(=S)[nH]c32)cc1	-2	9
CC[C@H](C)[C@H](NC(=O)c1ccccc1)C(=O)Nc1ccc(S(=O)(=O)Nc2cc(C)nc(C)n2)cc1	1	4
C/C(=N/NC(=O)c1cc(-c2ccc(Br)s2)[nH]n1)c1ccco1	-11	0
CN(c1ccccc1)S(=O)(=O)c1ccc(C(=O)NCc2cccs2)cc1	-8	15
Cc1ccc(S(=O)(=O)N2CCN(C(=O)Cn3c(=O)cnc4ccccc43)CC2)cc1	10	-12
C[C@@H](NC(=O)c1[nH]cnc1C(=O)Nc1ccccc1)c1ccccc1	-19	7
CC(=O)c1ccc(N(C(=O)CNC(=O)c2ccco2)C(C(=O)NCC2CCCO2)c2ccccc2)cc1 (stereo not drawn)	2	-1
Cc1ccc(C)c2nc(Cl)c(C#N)cc12	5	21
Cc1nc2ccccc2nc(C)c1=NO	-2	7
CC(N)(C(=O)O)c1cccc(OCc2cccc(Cl)c2)c1 (stereo not drawn)	0	9
Cc1nc(NC(=O)COC(=O)/C=C/c2ccco2)c(Cl)cc1Cl	-5	2
O=C(NCc1ccc(Cl)c(Cl)c1)c1cc(C2CCCCN2C(=O)C2CCCCC2)on1 (stereo not drawn)	13	14
C=CCSc1nnc(NC(=O)COc2ccccc2)s1	-13	10
COc1ccc(C(=O)COC(=O)Cn2[nH]c(=O)c3ccccc3c2=O)c(OC)c1	11	0
CCOc1ccccc1NC(=O)NNC(=O)c1ccc2ccccc2c1	5	-11
Cc1cccc(-n2ccnc2SCC(=O)c2c(N)n(C3CC3)c(=O)[nH]c2=O)c1C	-10	-3
Cc1cc(C)n(C(=O)c2ccc(NC(=O)C3CC3)cc2)n1	-5	-6
COc1ccc2c(C)cc(N3CCCCCC3)nc2c1	-10	9
O=C1CN(C(=O)CSc2nnc(-c3ccccc3)n2Cc2ccc3c(c2)OCO3)c2ccccc2N1	7	6
O=C(NC1CCSC1=O)c1ccccc1 (stereo not drawn)	-8	9
COc1cccc(CC2(CO)CCCN(Cc3ccc(CO)o3)C2)c1 (stereo not drawn)	-11	6
O=C(CC1OC(=O)c2ccccc21)Nc1ccccc1N1CCOCC1 (stereo not drawn)	0	9
CCCCn1c(SCC2CCCO2)nc2cc(S(N)(=O)=O)ccc21 (stereo not drawn)	-6	-9
CC(CC(=O)Nc1ccncc1)c1ccccc1 (stereo not drawn)	-4	-1
COc1ccc(CCNC(=O)CCN2C(=O)C3CC=CCC3C2=O)cc1OC (stereo not drawn)	8	0
Cc1cc(NC(=O)COC(=O)CCNS(=O)(=O)c2ccccc2)n(-c2ccccc2)n1	11	-3
COc1cccc(-c2cnc(C(O)c3cc(C)cc(C)c3)[nH]2)c1 (stereo not drawn)	-12	-1
CCc1nc2ccc(C(=O)NCCc3ccccn3)cn2c1N(C)CCC(C)C	-2	3
CCSc1nnc(Cn2c(=O)sc3ccccc32)n1-c1ccccc1C	-13	-3
CCCN(CCC)CCCNC(=O)c1cc2c(=O)[nH]c3ccccc3c2n1C	15	12
Cc1cc2ccccc2nc1SCC(=O)N1c2ccccc2CC1C (stereo not drawn)	-20	0
CN1CCN(c2ccc(NC(=O)CN3CCOCC3)cc2F)CC1	15	-8
CCC/C=N/NC(=O)c1[nH]c2c([N+](=O)[O-])cccc2c1C	11	-10
Clc1ccccc1Nc1nc(NCc2cccs2)nc2ccsc12	-29	3
Cc1ccc(NC(=O)Cn2nnc3ccccc3c2=O)cc1	0	-9
COc1cc2sc3cc(NCc4ccc5c(c4)OCO5)ccc3c(=O)c2cc1OC	-10	18
COc1cc(OC)c(OC)cc1/C=C/c1ccnc2ccccc12	-7	7
O=C(CSCc1ccc([N+](=O)[O-])cc1)N/N=C/c1cccnc1	-7	4
COc1cccc(CN(C)c2nc(-c3cccs3)nc3ccccc23)c1	-26	2
CCOc1ccccc1N1CC(C(=O)N(Cc2nnc(-c3ccccc3Cl)o2)C2CC2)CC1=O (stereo not drawn)	-2	0

Reprinted from the part before: seven entries, then new ones.
SMILES	TAG inh	TAG inh DAPI viability
Clc1ccccc1Nc1nc(NCc2cccs2)nc2ccsc12	-29	3
Cc1ccc(NC(=O)Cn2nnc3ccccc3c2=O)cc1	0	-9
COc1cc2sc3cc(NCc4ccc5c(c4)OCO5)ccc3c(=O)c2cc1OC	-10	18
COc1cc(OC)c(OC)cc1/C=C/c1ccnc2ccccc12	-7	7
O=C(CSCc1ccc([N+](=O)[O-])cc1)N/N=C/c1cccnc1	-7	4
COc1cccc(CN(C)c2nc(-c3cccs3)nc3ccccc23)c1	-26	2
CCOc1ccccc1N1CC(C(=O)N(Cc2nnc(-c3ccccc3Cl)o2)C2CC2)CC1=O (stereo not drawn)	-2	0
NC(=O)c1ccccc1O	-6	2
CC(Sc1ccc(Br)cc1)C(N)=O (stereo not drawn)	-19	11
Cc1cc(NC(=O)CSc2nc3cc(Cl)ccc3c(=O)n2Cc2ccco2)no1	-14	5
COc1ccc(C(=O)COC(=O)C2CCC(=O)N2)cc1 (stereo not drawn)	-11	0
Cc1ccc(-n2nc(C)c(=O)c(-c3ccccc3)c2NC(=O)C(C)C)cc1	33	-24
O=C(NC1CC1)c1cccc(NC(=O)C2CCC2)c1	22	-13
CCOc1cc(C(=O)N(Cc2ccccc2)c2ccc(C)cc2)ccc1OCC(=O)N1CCOCC1	25	-11
CCN(C(=O)CSc1nnc(-c2ccco2)n1C)c1c(N)n(Cc2ccccc2)c(=O)[nH]c1=O	7	3
CCC(C)c1ccc(-c2cc(C(=O)OCC(=O)Nc3cc(C)on3)c3ccccc3n2)cc1 (stereo not drawn)	12	-5
Cc1ccc(-c2nc3ccccc3c(=O)n2CCCN2CCOCC2)cc1	-12	4
COc1cc(C(=O)NCC(c2ccco2)N2CCCC2)ccc1OCc1ccc(Cl)cc1Cl (stereo not drawn)	16	8
CC(C)OP(=O)(c1ccc(N(C)C)cc1)C(O)c1cccnc1 (stereo not drawn)	-6	5

Part of the list above in order of molecular weight, low to high:
SMILES	TAG inh	TAG inh DAPI viability
NC(=O)c1ccccc1O	-6	2
O=C(NC1CC1)c1cccc(NC(=O)C2CCC2)c1	22	-13
CC(Sc1ccc(Br)cc1)C(N)=O (stereo not drawn)	-19	11
CC(C)OP(=O)(c1ccc(N(C)C)cc1)C(O)c1cccnc1 (stereo not drawn)	-6	5
Cc1cc(NC(=O)CSc2nc3cc(Cl)ccc3c(=O)n2Cc2ccco2)no1	-14	5
CCC(C)c1ccc(-c2cc(C(=O)OCC(=O)Nc3cc(C)on3)c3ccccc3n2)cc1 (stereo not drawn)	12	-5

Continued.
SMILES	TAG inh	TAG inh DAPI viability
O=C(Cn1cnc2ccccc21)Nc1cccc(S(=O)(=O)N2CCCC2)c1	-28	-1
Cc1ccc(-c2c(C#N)c(N)nc3c2CCCC3)s1	-21	5
CCCN(CC(=O)Nc1ccc(F)c(F)c1F)C(=O)CN1C(=O)NC2(CCCCC2)C1=O	2	-28
Fc1cccc(-c2cncc(N3CCN(CCN4CCCC4)CC3)n2)c1	1	-2
NS(=O)(=O)c1ccc(CCNC(=O)C2CCC(CNS(=O)(=O)c3ccc(Br)s3)CC2)cc1 (stereo not drawn)	-3	4
COc1cccc(NC(=O)c2ccccc2-c2ccccc2)c1	-1	8
CC1(C(=O)NNC(=O)c2cccc([N+](=O)[O-])c2)CC1Br (stereo not drawn)	10	-10
CCCN1C(=O)C(NC(C)=O)c2ccccc21 (stereo not drawn)	-4	5
CC(C)N(Cc1nc(-c2ccccc2)no1)C(=O)C(C)(C)C	-3	6
CC(C)(C)OC(=O)N1CCC(C(=O)Nc2cccc(C(=O)NCCCCc3ccccc3)c2)CC1	8	0
CCCNC(=O)COC(=O)CCC(=O)c1cccs1	-16	2
Cc1ccc2nc(SCC(=O)N3c4ccccc4CC3C)c(C)cc2c1 (stereo not drawn)	-31	-6
O=C(COC(=O)/C=C/c1ccc(Br)o1)Nc1ccc2[nH]c(=O)[nH]c2c1	12	-2
O=C(NN1C(=O)CSC1=S)C(=O)NN1C(=O)CSC1=S	-3	3
O=C(c1cccs1)N1CCN=C1SCc1ccc(F)cc1	1	3
COc1cc2c(c(OC)c1OC)C(c1ccccc1C)CC(=O)O2 (stereo not drawn)	3	-12
O=C(c1cc(Cl)cc(Cl)c1)N1CCC2CC1c1cc(N3CCCCC3)ccc12 (stereo not drawn)	6	-8
COc1ccc(S(=O)(=O)Nc2ccc3c(c2)CCC3)cc1	-14	6
CCOC(=O)c1ccc(NC(=S)N2CCCC(C(=O)OCC)C2)cc1 (stereo not drawn)	3	-6
CSc1ccccc1C(=O)Nc1cccc([N+](=O)[O-])c1	8	-13
Cc1ccc(NC(=O)C2=C(C(=O)O)CCCC2)cc1Br	0	-5
CCOc1ccc(-c2cc(N)n(S(=O)(=O)c3ccc(OC)cc3)n2)cc1	-5	-4
Cc1ccc([C@H]2C[C@@H](n3cc(-c4ccc(F)cc4)nn3)[C@H](O)CN2CC2CCCCC2)cc1	4	-25
COc1ccc(N2CCC(CNC(=S)Nc3c(C)cc(C)cc3C)C2)cc1 (stereo not drawn)	8	-6
CCOC(=O)n1c(=O)n(Cc2ccccc2)c2ccccc21	1	-1
O=C(NN1C(=O)c2ccccc2NC1c1ccccc1OCc1ccccc1)c1ccncc1 (stereo not drawn)	-11	1
COCCN1Cc2cc3cc(C)ccc3nc2SC1=Nc1cccc(OC)c1	-8	-2
CCc1nc(SCC(=O)O)c(C#N)c2c1CCCC2	12	6
CCCNC(=O)C1CCN(S(=O)(=O)c2cccc3nonc23)CC1	9	-2
COc1ccccc1C(=O)NCCC(=O)Nc1ccc(S(=O)(=O)N2CC(C)CC(C)C2)cc1 (stereo not drawn)	1	-6
COCCCNC(=S)NNC(=O)c1cc(C2CC2)nc2ccccc12	9	-2
CN1OC[C@@H]2CN(Cc3ccc(Cl)cc3)[C@H](c3cccc(Br)c3)C[C@@H]21	-9	1
Cc1cc(C(=O)COC(=O)C23CC4CC(CC(O)(C4)C2)C3)c(C)n1-c1c(C)n(C)n(-c2ccccc2)c1=O	2	9
Cc1cc(C(=O)N/N=C/c2ccc(-c3cccc(Cl)c3Cl)o2)n[nH]1	21	-6
COc1ccc(-n2c(Cc3cc(=O)[nH]c(=O)[nH]3)nnc2SCC(=O)Nc2ccccc2)cc1	11	-4
C=CCn1c(=O)/c(=C/c2ccc(C)o2)s/c1=C(/C#N)C(=O)c1ccccc1	6	4

Compound activity (PubChem)

An excerpt (hit frequency here may not be typical).
